# BoNT A protease: BoNT/A light chain protease inhibitors, primary screen, biochemical, flow cytometry, MLPCN library | multiplex microsphere protease substrate cleavage | AID 588499, 2011 | 0.17% of 360,000 active | inhibition, % at 10 µM; also: plate controls were buffer without enzyme for full effect and enzyme alone for no effect
# PfHsp40 yeast: rescue of yeast from PfHsp40 toxicity, primary screen, S. cerevisiae, ATP luminescence; S. cerevisiae expressing PfHsp40, growth rescue; growth rescue, % at 12.5 µM; 0.68% of 340,000 active; AID 504582, 2011; in the data active = growth rescue above about 28%, passing the limit was not always enough; inconclusive = no clear call, values can overlap the other calls;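 also: yeast W303a lacking pdr1 and pdr3 grown in galactose medium; growth measured after three days at 30 °C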
# FadD28 binding: inhibitors of FadD28 bisubstrate probe binding, primary screen, biochemical, fluorescence polarization, single point; Mycobacterium tuberculosis FadD28 fatty-acid-AMP ligase; inhibition, % at 12.5 µM; 0.22% of 360,000 active; in the data active = inhibition above about 8.5%, passing the limit was not always enough; inconclusive = no clear call, values can overlap the other calls
# Anthrax LF prot: Bacillus anthracis LF protease inhibitors, primary screen, biochemical, multiplex microsphere, MLPCN library; AID 588501, 2011; 0.12% of 360,000 active; multiplex microsphere protease cleavage assay; inhibition, % at 10 µM; Lethal factor (Bacillus anthracis), P15917; also: plate controls were buffer without enzyme for full effect and enzyme alone for no effect
# Mtb UGM inh: M. tuberculosis UGM enzyme inhibitors, primary screen, biochemical, fluorescence polarization, single point. UDP-galactopyranose mutase (Mycobacterium tuberculosis (strain ATCC 25618 / H37Rv)), …. purified UGM, fluorescence polarization probe displacement. inhibition, % at 10 µM. 0.06% of 320,000 active. AID 504406, 2011; in the data active = inhibition above about 10%, passing the limit was not always enough; inconclusive = no clear call, values can overlap the other calls
# Target sequence (P9WIQ1 whole entry, looked up): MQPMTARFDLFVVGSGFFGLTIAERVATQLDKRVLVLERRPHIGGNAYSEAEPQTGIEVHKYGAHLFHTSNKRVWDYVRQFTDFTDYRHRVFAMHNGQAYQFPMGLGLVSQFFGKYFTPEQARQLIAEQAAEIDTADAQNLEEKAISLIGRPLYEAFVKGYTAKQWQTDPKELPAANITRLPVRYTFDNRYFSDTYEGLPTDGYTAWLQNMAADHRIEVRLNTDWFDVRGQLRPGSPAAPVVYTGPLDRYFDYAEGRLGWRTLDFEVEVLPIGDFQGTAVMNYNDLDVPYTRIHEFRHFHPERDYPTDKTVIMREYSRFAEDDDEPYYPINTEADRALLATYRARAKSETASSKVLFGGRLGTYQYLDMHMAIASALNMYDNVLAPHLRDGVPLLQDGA
# GDH-TPI inh: GDH-TPI coupling enzyme inhibitors, primary screen, artefact control for M. tuberculosis FBA inhibitor project, biochemical, absorbance, full deck. GDH-TPI coupled enzyme counterscreen, NADH absorbance. inhibition, % at 4.8 µM. 1.2% of 360,000 active. AID 588335, 2011; in the data active = inhibition above about 30%;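 also: 0% = DMSO wells and 100% = wells lacking the enzyme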
# FBA Mtb inh: Mtb FBA enzyme inhibitors, primary screen, biochemical, fluorescence, strain H37Rv; purified M. tuberculosis FBA, fluorescence read-out; AID 588726, 2011; inhibition, % at 1 µM; 2.3% of 360,000 active; in the data active = inhibition above about 27%;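 also: 0% = vehicle and 100% = reference inhibitor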
# Target sequence (P9WQA3 whole entry, looked up): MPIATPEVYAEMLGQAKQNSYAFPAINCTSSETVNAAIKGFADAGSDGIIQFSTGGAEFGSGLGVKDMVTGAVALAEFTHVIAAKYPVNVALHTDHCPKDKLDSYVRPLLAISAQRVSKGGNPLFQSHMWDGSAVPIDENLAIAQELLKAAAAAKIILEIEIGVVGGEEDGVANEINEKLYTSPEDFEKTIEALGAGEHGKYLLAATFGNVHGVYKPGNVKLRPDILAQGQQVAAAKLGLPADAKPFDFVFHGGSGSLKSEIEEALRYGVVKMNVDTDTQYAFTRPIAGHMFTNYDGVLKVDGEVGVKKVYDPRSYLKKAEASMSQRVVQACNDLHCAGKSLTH
# Mtb BioA inh: M. tuberculosis BioA enzyme inhibitors, primary screen, biochemical, plate reader, single point, HTS; 7,8-diaminopelargonic acid synthase BioA (Mycobacterium tuberculosis); purified M. tuberculosis BioA enzyme; inhibition, % at 9.99 µM; 0.096% of 360,000 active; AID 602481, 2012; in the data active = inhibition above about 40%; inconclusive = no clear call, values can overlap the other calls
# BoNT F protease: BoNT/F light chain protease inhibitors, primary screen, biochemical, flow cytometry, MLPCN library | 0.22% of 360,000 active | Botulinum neurotoxin type F light chain protease (Clostridium botulinum) | inhibition, % at 10 µM | Multiplex microsphere protease cleavage assay; in the data active = inhibition above about 35%, passing the limit was not always enough; inconclusive = no clear call, values can overlap the other calls; also: plate controls were buffer without enzyme for full effect and enzyme alone for no effect
# Numbers without * were called inactive; u = inconclusive; x = not tested or not shown. Rule as the data show it, unless noted: active = inhibition above about 30%; inconclusive = no clear call, values can overlap the other calls; inactive = below that.
Molecule,BoNT A protease,PfHsp40 yeast,FadD28 binding,Anthrax LF prot,Mtb UGM inh,GDH-TPI inh,FBA Mtb inh,Mtb BioA inh,BoNT F protease
COc1ccc(CN(C)C(=O)C(Cc2ccccc2)NC(=O)c2ccccc2)cc1F (stereo unspecified),-1.5,2.8,-1.5,-1,x,4,-1,-1.3,8
CCSc1nnc(NC(=O)c2ccc(C)cc2)s1,-0.8,0.2,-1.1,-2,0.3,5,0,0.1,-10
COc1ccc(NC(=S)N2CCC(NC(=O)c3cccc(C)c3)CC2)cc1,-1.6,0.2,0.2,5,3.0,-2,-1,-0.9,22
COc1ccccc1N1CC(O)=C(c2nc3ccccc3s2)C1=N,-1.5,0.7,-1.2,-14,1.8,21,1,-2.8,-25
O=C(OCc1cc(=O)n2ccsc2n1)c1ccccc1NCCO,0.1,1.6,-1.1,-2,3.1,15,9,0.3,7
COc1ccc(NC(=O)C2CCCCN2CC(=O)OCc2ccccc2)cc1OC (stereo unspecified),-0.6,-0.1,0.3,4,-1.5,15,1,0.2,0
O=C(Nc1nccs1)C1CC(=O)N(c2ccccc2)C1 (stereo unspecified),-1.6,0.7,-4.9,0,-2.1,-4,-3,-0.9,13
COCCNS(=O)(=O)c1ccc(F)c(OC)c1,0.3,0.3,0.9,-3,-0.3,-2,0,-1.9,-2
CC(C)(C)C(=O)NC(NC(=S)Nc1sc2c(c1C#N)CCCC2)C(Cl)(Cl)Cl (stereo unspecified),-0.2,-0.1,-0.2,-7,-1.3,13,1,-5.6,10
O=C(NCc1ccco1)C1CCCN1C(=O)Nc1ccc(Br)cc1 (stereo unspecified),0.3,0.2,-4.4,-8,x,7,0,0.9,1
Cn1c(SCc2ccccn2)nnc1-c1ccccc1,0.2,0.0,-0.4,-3,-2.4,-2,-1,x,-4
CCSc1nc2c(c(=O)[nH]1)C(c1ccncc1)C(C(=O)OC)=C(C)N2 (stereo unspecified),-2.8,-0.3,-2.5,-5,-0.7,-6,-1,-1.2,-28
COC(=O)[C@@H](NC(=O)Nc1ccccc1F)C(C)C,-0.8,-1.5,-3.5,-2,-0.9,-2,-1,-0.3,-3
COc1cc2cc(CN(C(=O)NC3CCCCC3)C3CCCC3)c(=O)[nH]c2cc1OC,0.8,-0.1,-1.5,3,-0.1,23,4,x,-7
O=C(CCCN=C1NS(=O)(=O)c2ccccc21)OCC(=O)N1CCc2ccccc21,-1.6,0.9,-0.1,-1,1.7,-13,1,1.7,-12
OC(CN1CCCCC1)CN1CCCCC1,3.1,-0.2,1.5,5,1.0,3,2,x,2
C/C=C(\C)CN1CCN(c2ccc(C)cc2)CC1,0.1,-1.0,-4.0,-6,1.4,-11,-3,-2.0,-2
CCOC(=O)C[C@H]1c2ccc(C(F)(F)F)cc2S(=O)(=O)N1c1cccc(OC)c1,0.4,1.4,-2.6,-6,-2.4,8,1,-2.5,-1
CSc1nc(C)c2c(n1)N(c1ccc(C(C)C)cc1)CC2,-1.1,-0.9,-1.2,3,3.7,18,1,x,5
Cc1oc2cc3oc(=O)ccc3cc2c1C,-3.4,x,0.7,-11,-1.1,15,2,3.0,-10
COc1ccccc1C(=O)NNC(=O)C(=O)NC1CCCCC1,0.5,-0.5,-0.6,1,-0.9,8,5,0.9,-1
Nc1c2c(nc3sc4c(c13)CCCC4)-c1ccccc1CC2,x,2.6,-2.4,x,-1.8,-1,18,0.0,x
O=C(CP(=O)(c1ccccc1)c1ccccc1)N1CCCCC1,-0.1,-2.0,1.0,-3,-0.4,18,1,0.1,-4
Cc1cccc(-c2nnn(C/C(N)=N/O)n2)c1,-0.2,-1.4,-2.1,0,1.6,-2,1,x,0
CC(OC(=O)c1nn(C)c(=O)c2ccccc12)C(=O)NCc1ccc2c(c1)OCO2 (stereo unspecified),1.0,0.4,-1.1,-5,0.5,8,-3,-2.4,-9
Cc1ccc(OCC(=O)Nc2ccc(S(=O)(=O)N(C)C3CCN(C)CC3)cc2)c(C)c1,0.1,0.5,-3.2,-2,-0.8,2,-1,-1.0,1
CCc1ccc2c(c1)NC(=O)C2(C)Cc1ccc(OC(F)(F)F)cc1 (stereo unspecified),0.1,x,-0.7,3,x,9,-4,5.6,-6
C=CCn1c(SCC(=O)NCC2CCCO2)nc2sc(CC)cc2c1=O (stereo unspecified),1.1,-0.4,-0.4,2,-0.4,2,0,0.9,5
Cc1cccc(NC(=O)CN2C(=O)N/C(=C\c3cccn3-c3cccc(C(=O)O)c3)C2=O)c1,0.4,x,18*,4,5.4,11,-5,x,-4
COc1ccc(OC)c(C(=O)c2ccc(C(=O)Nc3cccc4ccccc34)cc2)c1,0.2,0.3,0.5,2,-1.2,-3,2,x,-1
Cc1ccc(-c2noc(CN(C(=O)CCN3C(=O)c4ccccc4C3=O)C(C)C)n2)cc1,0.6,0.1,-2.2,0,-4.7,24,2,x,0
Cc1cc(Cl)ccc1C(=O)C1CCCN(C(=O)CCN2CCCO2)C1 (stereo unspecified),0.1,0.7,-4.4,2,0.2,1,-4,1.6,2
COc1ccc(CNS(=O)(=O)c2ccc3c(c2)NC(=O)CS3)cc1,0.9,-0.6,-2.3,3,5.4,-2,-2,0.7,-3
Cc1cc(C(=O)Nc2nnc(C3CCCCC3)s2)cs1,u,-0.7,-0.9,-4,2.0,9,0,-0.9,-4
O=C1C2C3C=CC(O3)C2C(=O)N1Cc1ccncc1 (stereo unspecified),0.0,-0.6,-2.5,-5,x,2,-1,x,-6
O=C(CCc1nnc2ccc(NCc3ccco3)nn12)N1CCCCC1,-2.4,-0.5,-2.3,3,-2.5,1,-2,x,-5
N#CCC(=O)Nc1ccc(C(=O)NCC2(N3CCOCC3)CCCCC2)cc1,-1.1,-0.2,-1.8,-2,-1.4,1,5,-5.4,-5
O=C(Cc1csc(-c2ccc(Cl)cc2)n1)Nc1cccc(S(=O)(=O)NC2=NCCC2)c1,8.2,0.1,-4.9,5,0.8,6,1,-1.7,-12
C(=C\c1ccccc1)/C=N/Nc1nc(N2CCCCC2)nc(N2CCCCC2)n1,-0.3,-0.4,0.1,-8,-2.9,6,-2,-1.3,1
COC(=O)c1cc(Br)ccc1NC(=O)CSCc1c(C)noc1C,1.1,-1.1,-2.9,3,-2.4,-5,0,2.4,15

# Of the compounds above, two have a cyano group.
Molecule,BoNT A protease,PfHsp40 yeast,FadD28 binding,Anthrax LF prot,Mtb UGM inh,GDH-TPI inh,FBA Mtb inh,Mtb BioA inh,BoNT F protease
CC(C)(C)C(=O)NC(NC(=S)Nc1sc2c(c1C#N)CCCC2)C(Cl)(Cl)Cl (stereo unspecified),-0.2,-0.1,-0.2,-7,-1.3,13,1,-5.6,10
N#CCC(=O)Nc1ccc(C(=O)NCC2(N3CCOCC3)CCCCC2)cc1,-1.1,-0.2,-1.8,-2,-1.4,1,5,-5.4,-5

# The list continues.
Molecule,BoNT A protease,PfHsp40 yeast,FadD28 binding,Anthrax LF prot,Mtb UGM inh,GDH-TPI inh,FBA Mtb inh,Mtb BioA inh,BoNT F protease
COc1ccnc(Oc2ccccc2)c1C(=O)N/C=N/OCc1ccccc1,-2.8,-0.6,-2.3,-3,2.8,6,2,x,-22
O=C(Nc1cccc(Cl)c1)c1ccc(=O)[nH]n1,-1.7,0.3,0.3,9,2.6,-3,-2,-0.6,0
CCn1c(=O)cc(OCC(=O)NC2CCCCC2)c2ccccc21,-1.5,-1.8,-1.0,0,-0.3,20,-3,1.4,-3
Cc1ccc(CNC(=O)c2ccc(N3CCCC3=O)cc2)cc1,0.5,-1.0,-0.3,3,-2.6,8,2,0.1,2
Cc1nn2c(Nc3ccc(F)cc3)c3c(nc2c1-c1ccccc1)CCC3,-0.6,2.2,-3.5,0,2.8,14,2,x,-8
CC(C)N1CC(COc2ccc(Cl)cc2Cl)OC1=O (stereo unspecified),-2.6,0.9,-1.2,-4,-0.8,-4,1,1.2,-2
CN(CCOc1ccccc1)C(=O)CNC(=O)c1ccc(C(C)(C)C)cc1,x,2.5,0.7,x,-0.9,2,-3,-0.3,x
Cc1cc(/C=C2/NC(=O)NC2=O)c(C)n1-c1ccncc1,0.0,-0.2,-2.8,-3,-2.7,13,-1,-1.9,-7
COc1ccc(/C=N/n2c(C)nnc2C)c(OC)c1,-0.5,0.6,-1.1,-1,1.1,4,0,-1.5,-4
O=S(=O)(NC1CCCCC1Nc1ccccc1)c1ccccc1 (stereo unspecified),0.2,-0.7,-3.6,0,3.7,-8,3,x,-1

# 2 entries from above, with each value named.
COc1ccc(/C=N/n2c(C)nnc2C)c(OC)c1
  BoNT A protease: -0.5	PfHsp40 yeast: 0.6	FadD28 binding: -1.1	Anthrax LF prot: -1	Mtb UGM inh: 1.1	GDH-TPI inh: 4	FBA Mtb inh: 0	Mtb BioA inh: -1.5	BoNT F protease: -4
O=S(=O)(NC1CCCCC1Nc1ccccc1)c1ccccc1 (stereo unspecified)
  BoNT A protease: 0.2	PfHsp40 yeast: -0.7	FadD28 binding: -3.6	Anthrax LF prot: 0	Mtb UGM inh: 3.7	GDH-TPI inh: -8	FBA Mtb inh: 3	Mtb BioA inh: x	BoNT F protease: -1

# (listing goes on)
Molecule,BoNT A protease,PfHsp40 yeast,FadD28 binding,Anthrax LF prot,Mtb UGM inh,GDH-TPI inh,FBA Mtb inh,Mtb BioA inh,BoNT F protease
COc1cc(CCN(C(=O)c2cc3ccccc3[nH]2)C(C)c2nc3ccccc3[nH]2)cc(OC)c1 (stereo unspecified),-0.1,x,-5.1,0,x,x,2,5.4,-13
Cc1cc(C)c(NC(=O)/C=C\C(=O)O)c(Cl)c1,-0.8,0.0,-1.3,-4,-1.5,-4,4,-1.4,-8
Cc1csc(=O)n1CC(=O)OCC(=O)NCc1ccc(F)cc1,-0.1,-0.3,-0.8,-3,0.5,5,2,0.5,-8
COc1ccccc1N1CCN(C(=O)c2cc(C)on2)CC1,-0.5,0.8,-3.3,0,0.5,-1,-1,-0.7,1
O=S(=O)(Nc1nc2ccccc2nc1Nc1ccc(N2CCOCC2)cc1)c1cc(Cl)ccc1Cl,-0.5,0.2,0.9,0,0.0,0,1,-1.0,-6
CCCNC(=O)C1(C)CCN(Cc2ccc3ccccc3c2Br)C1 (stereo unspecified),-0.4,x,-3.9,0,x,7,-1,0.8,-5
O=C(Cc1ccsc1)N1CCN(S(=O)(=O)c2cc(C(F)(F)F)cc(C(F)(F)F)c2)CC1,0.3,2.1,0.2,1,-2.4,6,-2,0.4,10
Cc1ccc2cc(-c3noc(C4CCCO4)n3)c(=O)[nH]c2c1 (stereo unspecified),-0.2,-0.3,-1.8,-1,1.1,16,37*,1.0,-2
O=C(NC1CCCC1)C(c1ccco1)N(Cc1ccccc1)C(=O)c1csnn1 (stereo unspecified),u,0.0,-4.7,-1,0.2,-7,-2,-4.7,-2
C#CCN1C=CC(=O)[C@@H](OC(=O)Nc2ccc(OC)cc2)[C@H]1c1ccccc1Br,0.1,-0.2,-11,-6,x,15,-3,-1.1,-4
CCn1c(O)c(C=NCc2cccs2)c(=O)[nH]c1=O,-0.3,0.3,-1.9,2,0.4,6,4,2.1,5
COC(=O)c1ccc(C(=O)N(C)C2CCCN(Cc3ccccc3F)C2)cc1 (stereo unspecified),-2.2,-1.3,-1.1,7,-1.1,-1,1,-0.9,-8
CCOC(=O)C1=C(N)Oc2ccc3ccccc3c2C1c1cccnc1 (stereo unspecified),0.2,5.4,-7.1,3,-0.7,9,4,0.1,14
Cc1cccc(C)c1NC(=O)CN(C)C(=O)CN1C(=O)NC(C)(C)C1=O,-0.4,-1.4,-2.6,-2,-0.9,-5,2,-0.8,-8
Cc1ccc(-n2c(SCC(=O)Nc3cccc(S(N)(=O)=O)c3)nc3ccccc32)cc1,2.2,0.9,-1.8,1,0.2,8,-1,x,-8

# High-throughput results deposited in PubChem BioAssay by several laboratories.
